LANA DNA inh: inhibitors of KSHV C-LANA binding to DNA, primary screen, biochemical, fluorescence polarization, FAM-LBS DNA, MBP-C-LANA, single point | inhibition, % at 9 µM | 340,000 tested, 0.078% active | AID 504423, 2011 | Kaposi's sarcoma herpesvirus LANA C-terminal domain (residues 932-1162) DNA binding;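 active means highest replicate inhibition at or above 60% at 9 µM, even if other replicates fall short; inactive means all replicates below 60% inhibition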;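 further: 0% = neutral control wells and 100% = 4 µM acridine orange control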
NSD2 inh: NSD2 histone methyltransferase inhibitors, primary screen, biochemical, AlphaScreen, single concentration, set 2 | NSD2 peptide methylation, 120 min | inhibition, % at 12.5 µM | 310,000 tested, 0.54% active | Histone-lysine N-methyltransferase NSD2 (Homo sapiens), O96028 | AID 743445, 2014; in the data active means inhibition above about 50%
Arr AP2 block: inhibitors of beta-arrestin/AP2 binding, primary screen, biochemical, GPCR trafficking, flow cytometry; beta-arrestin 1 C-terminal peptide binding to AP2 beta2-adaptin appendage (human); AID 504490, 2011; inhibition, % at 10 µM; FITC-arrestin peptide / GST-AP2 beads; AP2 beta2 appendage carries R879A mutation; 340,000 tested, 0.31% active;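 active means inhibition above a set limit, near 3 SD of compounds lacking own fluorescence, cut at about 54% in these data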;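 further: plate controls were DMSO wells for no effect and 5 µM unlabelled arrestin peptide for full effect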
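Material – GST-tagged AP2 beta2-adaptin appendage (R879A) on 4 µm glutathione beads · Probe or stimulus – fluorescein-tagged arrestin peptide at 50 nM final · Timing – 12 min plus 1 h, RT · Detection – bead flow cytometry, FITC channel · Read-out basis – inhibition as reduced fluorescein signal on beads, percent · Medium – PBS plus Tween 20 (0.05%) and BSA (0.1%)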
SR-BI DiI-HDL act: activators of SR-BI mediated DiI-HDL uptake, primary screen, ldlA[mSR-BI] CHO cells, DiI fluorescence | 320,000 tested, 0.096% active | AID 504775, 2011 | activation, % at 12.5 µM | 3 h; 100 = double the neutral-control signal;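 active means mean replicate activation of at least 60% and every replicate at or above 60%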;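 further: 0% = median plate neutral-control signal and 100% = twice that signal; values of inactives mirror those of a sister screen read the other way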
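Test system: SR-BI-overexpressing, LDLR-lacking CHO cells; Medium: Ham's F12 with 0.5% BSA, HEPES 25 mM, pH 7.4; Schedule: 3 h, 37 °C; Technique: bottom-read fluorescence, 550/595 nm.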
Cardiac RTF inh: cardiac RTF calcium sensitivity inhibitors, primary screen, biochemical, IANBD-TnC fluorescence, EC70 calcium | IANBD-labeled cardiac RTF, Ca2+ fluorescence | inhibition, % at 7.15 µM | 340,000 tested, 0.12% active | AID 493244, 2011;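 active means inhibition above the mean inhibition of all tested compounds plus 3 SD, cut at about 17% in these data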;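 further: assay run at fixed EC70 calcium of 1.6 mM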
PvdQ acylase: P. aeruginosa PvdQ acylase inhibitors, primary screen, biochemical, fluorescence, plate reader and imaging, single point | PvdQ acylase [Pseudomonas aeruginosa LESB58] | inhibition, % at 10 µM | purified PvdQ acylase | AID 488965, 2010 | 340,000 tested, 0.063% active; in the data active means inhibition above about 30%, passing the limit was not always enough;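 further: 0% = vehicle neutral wells and 100% = reference inhibitor wells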
Keap1 Nrf2 FP: Keap1-Nrf2 protein-protein interaction inhibitors, primary screen, biochemical, fluorescence polarization, single point; inhibition, % at 9.4 µM; 340,000 tested, 0.15% active; Keap1 Kelch-Nrf2 peptide fluorescence polarization, 1536-well; Kelch-like ECH-associated protein 1 (Homo sapiens), Q14145; AID 504523, 2011; in the data active means inhibition above about 12%;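 further: human Keap1 Kelch domain with fluorescein labeled Nrf2 9mer peptide probe; 0% = neutral control wells and 100% = peptide positive control; higher means more block of Keap1 binding to Nrf2 peptide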
PKA-R2B act: activators of PKA-R2B holoenzyme, primary screen, biochemical, fluorescence polarization, Cy5-IP20, human | cAMP-dependent protein kinase catalytic subunit beta (Homo sapiens) + cAMP-dependent … | 340,000 tested, 0.079% active | activation, % at 11.4 µM | PKA-R2B holoenzyme dissociation; R2B truncated from residue 108, S112A mutant; 0% DMSO only, 100% 113 µM cGMP;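 active means activation above a cutoff set at the mean over all compounds plus 3 SD, cut at about 18% in these data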;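 further: higher means more holoenzyme dissociation and a rise in polarization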
Target sequence (P31323 whole entry, looked up, other chains not shown, the tested form may be a part): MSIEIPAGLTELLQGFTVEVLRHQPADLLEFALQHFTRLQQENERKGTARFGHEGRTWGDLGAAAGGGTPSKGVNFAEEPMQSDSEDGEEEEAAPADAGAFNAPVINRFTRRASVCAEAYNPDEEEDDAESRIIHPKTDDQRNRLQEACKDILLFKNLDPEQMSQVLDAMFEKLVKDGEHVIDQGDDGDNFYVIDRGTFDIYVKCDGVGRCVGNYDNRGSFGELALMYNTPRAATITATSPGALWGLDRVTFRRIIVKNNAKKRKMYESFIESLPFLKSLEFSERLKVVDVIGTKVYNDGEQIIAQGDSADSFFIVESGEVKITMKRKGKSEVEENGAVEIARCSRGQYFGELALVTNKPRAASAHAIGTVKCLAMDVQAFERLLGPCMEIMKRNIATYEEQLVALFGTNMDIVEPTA
SR-BI DiI inh: inhibitors of SR-BI mediated HDL lipid uptake, primary screen, ldlA[mSR-BI] cells, fluorescence, single point; Scavenger receptor class B member 1 (Mus musculus), Q61009; ldlA[mSR-BI] CHO cells, DiI-HDL uptake fluorescence, 3 h; inhibition, % at 12.5 µM; 320,000 tested, 0.96% active; AID 488896, 2010;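 active means mean replicate inhibition of at least 70% and a set share of replicates each scoring 70 or more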;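 further: 0% = median of neutral control wells and 100% = median of positive control wells; values of inactives mirror those of a sister screen read the other way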
DAGLB inh: DAGLB lipase inhibitors, primary screen, biochemical, fluorescence, HTS; Diacylglycerol lipase-beta (Homo sapiens), Q8NCG7; HEK293T DAGLB membrane lysate, EnzChek fluorogenic substrate; inhibition, % at 5.17 µM; 340,000 tested, 0.059% active; in the data active means inhibition above about 34%;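 further: 0% = enzyme with vehicle and 100% = wells lacking enzyme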
Target sequence (Q8NCG7 whole entry, looked up): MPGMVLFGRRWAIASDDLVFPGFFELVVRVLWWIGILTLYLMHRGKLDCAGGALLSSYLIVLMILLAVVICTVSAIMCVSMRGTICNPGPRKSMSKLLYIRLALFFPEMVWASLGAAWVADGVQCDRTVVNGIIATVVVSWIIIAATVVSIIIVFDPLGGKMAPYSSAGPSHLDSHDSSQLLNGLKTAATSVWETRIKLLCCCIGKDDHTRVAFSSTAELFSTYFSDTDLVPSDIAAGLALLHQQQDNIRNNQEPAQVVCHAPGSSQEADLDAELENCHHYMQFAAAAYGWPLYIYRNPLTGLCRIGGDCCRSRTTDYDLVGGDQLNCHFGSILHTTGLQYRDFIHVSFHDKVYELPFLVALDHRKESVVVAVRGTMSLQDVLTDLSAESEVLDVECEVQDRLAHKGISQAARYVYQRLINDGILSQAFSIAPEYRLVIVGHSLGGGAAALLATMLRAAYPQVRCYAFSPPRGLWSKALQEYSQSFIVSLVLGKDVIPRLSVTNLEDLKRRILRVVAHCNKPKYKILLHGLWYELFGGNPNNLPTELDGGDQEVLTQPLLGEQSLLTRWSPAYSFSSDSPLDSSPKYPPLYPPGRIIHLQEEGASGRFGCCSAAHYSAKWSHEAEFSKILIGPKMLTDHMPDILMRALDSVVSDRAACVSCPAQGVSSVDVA
* hit, by the source's call; · = no result given.

LANA DNA inh | NSD2 inh | Arr AP2 block | SR-BI DiI-HDL act | Cardiac RTF inh | PvdQ acylase | Keap1 Nrf2 FP | PKA-R2B act | SR-BI DiI inh | DAGLB inh | Molecule
0.2 | · | 7 | 31 | 1 | 18 | 1 | -13 | -31 | -1 | CCOCCn1c(CN2CCN(C)CC2)nc2c1c(=O)n(C)c(=O)n2C
1.1 | 3 | 34 | 34 | -3 | 3 | 0 | 5 | -34 | -1 | COc1ccc(C(=O)O)cc1S(=O)(=O)NCCN(C)C
1.0 | 0 | 18 | 8 | -35 | -5 | 0 | -17 | -8 | -4 | O=C(CCCN1C(=O)/C(=C/c2ccccc2Cl)SC1=S)NNC(=O)c1ccccc1
1.1 | 1 | 9 | 7 | -12 | 4 | -6 | 6 | -7 | 0 | Cc1cc2c(c(=O)o1)C(C1C=CCCC1)C(C#N)=C(N)O2 (centres undefined)
2.2 | -2 | 2 | -30 | -4 | -13 | -3 | 0 | 30 | -1 | O=C(NC1CCCC1)C(c1cccs1)N(C(=O)c1ccno1)c1ccccc1 (centres undefined)
-0.3 | -4 | 4 | -17 | -2 | -13 | -1 | -6 | 17 | -5 | CC(C)C(=O)NC(Nc1cccc2cccnc12)C(Cl)(Cl)Cl (centres undefined)
0.2 | 0 | 4 | 7 | -7 | -12 | -7 | -5 | -7 | 2 | O=C(CCNC(=O)c1ccc(Cl)cc1)Nc1ccncc1
1.1 | -5 | 5 | 12 | -5 | -12 | 3 | -1 | -12 | -1 | O=C(c1cccs1)N(Cc1ccco1)C1CCS(=O)(=O)C1 (centres undefined)
0.8 | 5 | 44 | 1 | -9 | -6 | 6 | 5 | -1 | 5 | COc1ccccc1CNC(=O)COc1ccc(S(=O)(=O)N2CCOCC2)cc1
0.9 | 14 | 27 | -16 | -5 | 7 | 3 | -5 | 16 | -1 | COc1ccc(N2CCN(C(=O)c3ccc(C)c(NC(=O)C4=C(C)OCCS4)c3)CC2)cc1
68* | · | 9 | -13 | -9 | -3 | -6 | 18 | 13 | 2 | C=C(C)C(=O)Nc1cccc(C2=NOC3(C2)C[C@@H](C(N)=O)N(C(=O)/C=C/C=C/C)C3)c1 (some centres undefined)
1.1 | -1 | -2 | · | 3 | -24 | -5 | -5 | · | 0 | Cc1cc(NC(=O)CCC(=O)N(CC(=O)NCC2CCCO2)c2ccc(C)c(C)c2)no1 (centres undefined)
0.2 | · | -2 | 30 | -7 | -10 | -8 | 2 | -30 | -2 | Cc1cccc(N2CCN(S(=O)(=O)c3cc4c(cc3Cl)NC(=O)CO4)CC2)c1C
0.5 | -2 | -6 | 0 | 3 | 2 | 5 | -12 | 0 | 0 | CC1CCN(CCC(=O)Nc2ccc(Cl)cc2)CC1
0.8 | 1 | 4 | 9 | -10 | -11 | 5 | -1 | -9 | 3 | Cc1ccccc1NS(=O)(=O)c1ccc(-c2ccc(=O)[nH]n2)o1
0.3 | 3 | -7 | -21 | · | -21 | -1 | · | 21 | · | Cc1occc1-c1nnc(-c2cc([N+](=O)[O-])cc([N+](=O)[O-])c2)o1
-1.1 | 0 | 0 | 13 | -4 | -12 | -5 | -9 | -13 | 4 | NC1=NC(c2ccc(F)cc2)n2c(nc3ccccc32)N1 (centres undefined)
1.4 | -3 | 24 | -26 | -2 | -1 | 0 | -9 | 26 | -1 | CCC1SC(CC)C(=O)N(CC(=O)NCCc2ccccc2)C1=O (centres undefined)
1.2 | -4 | 35 | 16 | 3 | -7 | -2 | -6 | -16 | -4 | O=S(=O)(c1ccc2ccccc2c1)N1CCN(CCO)CC1
0.3 | 0 | 5 | 14 | -2 | -6 | -6 | -13 | -14 | -2 | CCCCC(c1nnnn1CCOC)N1CCN(C(=O)c2ccco2)CC1 (centres undefined)
0.4 | · | -2 | 17 | -12 | -2 | -3 | 5 | -17 | 0 | CCNC(=O)C1CCCN1S(=O)(=O)c1ccc(C)cc1 (centres undefined)
1.1 | -2 | -32 | 33 | 1 | -3 | 1 | -5 | -33 | -2 | CC(C)CC(=O)CC1(O)C(=O)Nc2ccccc21 (centres undefined)
0.3 | 0 | -8 | -14 | -2 | -4 | -3 | -9 | 14 | -1 | COc1ccc(-c2cc(C(=O)Nc3ccccc3SC)no2)cc1OC
2.1 | -9 | -6 | -5 | 0 | -12 | 4 | 1 | 5 | 1 | CCOc1ccc(OCCOc2ccc(/C=C/C(=O)O)cc2OCC)cc1
1.2 | · | 7 | 25 | -2 | -12 | -3 | 14 | -25 | -2 | Cc1cc(-c2nn(-c3ccccc3F)cc2CN(C)CC(O)CO)c(C)s1 (centres undefined)
0.0 | -1 | -3 | -9 | -5 | -15 | -6 | -1 | 9 | -1 | O=C(COC(=O)c1cnc(Cl)c(Cl)c1)Nc1cccc(S(=O)(=O)N2CCOCC2)c1
-0.4 | · | 0 | 6 | -1 | -9 | -5 | -6 | -6 | 3 | CC(=O)NCCc1nc2ccccc2n1Cc1ccc(C)cc1
-3.1 | -3 | 1 | -8 | 5 | -13 | -6 | 5 | 8 | 1 | CC1CCC(NC(=O)COC(=O)c2ccc3ncsc3c2)CC1 (centres undefined)
-0.6 | 1 | 5 | 20 | 2 | 8 | -8 | 2 | -20 | 2 | COc1ccc(-c2cc(C(=O)N3CCOCC3)no2)cc1OC
0.2 | -3 | 50 | -7 | -4 | 8 | 7 | 2 | 7 | 1 | CC(C)Cn1c(N)c(C=O)c(=O)[nH]c1=O

Results in LANA DNA inh and PvdQ acylase, for four of the compounds above:
structure	LANA DNA inh	PvdQ acylase
Cc1cc2c(c(=O)o1)C(C1C=CCCC1)C(C#N)=C(N)O2 (centres undefined)	1.1	4
O=C(NC1CCCC1)C(c1cccs1)N(C(=O)c1ccno1)c1ccccc1 (centres undefined)	2.2	-13
CC(C)C(=O)NC(Nc1cccc2cccnc12)C(Cl)(Cl)Cl (centres undefined)	-0.3	-13
O=C(CCNC(=O)c1ccc(Cl)cc1)Nc1ccncc1	0.2	-12

The results go on:
LANA DNA inh | NSD2 inh | Arr AP2 block | SR-BI DiI-HDL act | Cardiac RTF inh | PvdQ acylase | Keap1 Nrf2 FP | PKA-R2B act | SR-BI DiI inh | DAGLB inh | Molecule
-2.8 | 11 | 7 | -10 | -1 | -5 | -2 | 4 | 10 | -2 | NC(=O)C1CCN(Cc2cccc(OCc3ccccc3)c2)CC1
-0.5 | -5 | -2 | 17 | 3 | -4 | -5 | -5 | -17 | 2 | O=C(NCCN1CCCCC1)Nc1cccc(C(F)(F)F)c1
-1.3 | 28 | 16 | 3 | -2 | 12 | 1 | 16 | -3 | -1 | O=C(CS(=O)(=O)c1ccccc1)NCc1ccccc1
0.7 | -3 | 2 | 18 | -5 | 5 | -2 | -2 | -18 | -2 | CCNC(=O)Nc1ccc(OC)cc1OC
-0.2 | -1 | -2 | 4 | 7 | -4 | 0 | -10 | -4 | -2 | CCOc1ccc(C(=O)N(CC(=O)Nc2cccc(C)c2C)CC2CCCO2)cc1OC (centres undefined)
-1.3 | 0 | -11 | 15 | -2 | -14 | 0 | 1 | -15 | 2 | Nc1nccc(SCc2ccc(Cl)cc2Cl)n1
20 | -1 | -5 | 1 | 1 | -14 | 0 | 3 | -1 | 1 | O=C(/C(Br)=C/Nc1cc(Cl)ccc1Cl)C(F)(F)F
1.1 | -1 | 6 | -27 | -8 | -9 | 2 | -7 | 27 | 6 | COc1ccccc1-c1nnc2sc(COc3ccc(Cl)cc3Cl)nn12
0.2 | -1 | -13 | 6 | -5 | 1 | 1 | -9 | -6 | 1 | O=C(CSc1nccc(=O)[nH]1)Nc1ccc2c(c1)OCCO2
-0.3 | 0 | -4 | -24 | -1 | -16 | -2 | 2 | 24 | -2 | Cc1cc(C)c(C#N)c(Oc2ccccc2Br)n1
-0.3 | 0 | -3 | · | -4 | -10 | -2 | -3 | · | 0 | COc1cccc(-c2cn3nc(C)c(C)nc3n2)c1
-2.7 | 7 | 0 | · | 4 | 1 | 1 | -3 | · | -4 | COc1ccc(Cc2noc(CN(C)CC3CCN(Cc4ccccc4)CC3)n2)cc1OC
-0.3 | 18 | 0 | -17 | -2 | -7 | 0 | -2 | 17 | 1 | Cc1cc(/N=C/C=C2\N(C)c3ccccc3C2(C)C)n(CCC#N)n1
0.0 | -13 | 12 | 9 | -3 | -16 | -3 | -9 | -9 | -1 | COC(=O)c1c(NC(=O)CSc2nccn2C)sc(C)c1C
0.6 | 1 | -15 | -10 | -7 | -6 | 4 | -5 | 10 | -2 | CC1Cc2ccccc2N1C(=O)Cn1cc([N+](=O)[O-])ccc1=O (centres undefined)
0.3 | -3 | 10 | -15 | -8 | -10 | -5 | 6 | 15 | -9 | Cc1ccc(-c2noc(CNc3ccccc3)n2)cc1
-0.8 | -6 | -13 | -36 | 1 | -12 | -6 | -6 | 36 | -2 | Cc1ccc(-c2nnc3sc(-c4ccncc4)nn23)cc1
1.0 | -1 | 6 | 2 | 6 | -17 | -1 | 5 | -2 | 1 | Cc1nnc(SCSc2nnc(C)s2)s1
3.6 | · | 3 | 19 | 8 | 0 | -4 | -3 | -19 | 0 | Cc1c(OCC(=O)N2CCC[C@@H]2C(=O)O)ccc2c3c(c(=O)oc12)CCC3
0.8 | -4 | 7 | 8 | -2 | 3 | 1 | -8 | -8 | -1 | CCOCc1cc(CN2CCC(CCC(=O)NC3CC3)CC2)ccc1OC
2.2 | 0 | -6 | 29 | 0 | -12 | -2 | -6 | -29 | 4 | Cc1c(-c2nc3ccccc3[nH]2)cnn1C
-0.3 | -2 | -7 | -2 | 2 | -10 | -2 | 0 | 2 | -1 | COc1ccc(NC(=O)CCCc2c[nH]c3ccccc23)cc1OC
-1.3 | 6 | 12 | 14 | -2 | -10 | -5 | 16 | -14 | 1 | CCOCCCNC(=O)C1CCN(S(=O)(=O)c2ccc3nc4c(c(C(=O)O)c3c2)CCCCC4)CC1

Screening data from PubChem.
